Screening results (PubChem)
INS promoter inh = inhibitors of insulin promoter-driven GFP, primary screen, imaging, TRM-6 cells (human fetal islet line), eGFP reporter, cell count; reporter expression induced with tamoxifen; inhibition, % at 2 µM; 0.9% of 130,000 active;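 active = inhibition above the mean plus 3 SD, with well images judged a real hit on visual review, cut at about 60% in these data, passing the limit was not always enough; inconclusive = inhibition over the cutoff but images rejected on review; inactive = inhibition not above the cutoff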
sdo1 growth = growth rescue of sdo1-depleted yeast, primary screen, S. cerevisiae, bone marrow failure model | 0.21% of 140,000 active | AID 817, 2007 | z-score at 10 µM | S. cerevisiae sdo1-depleted JHY4D growth rescue, OD600 30 h; active compounds read high; pdr5 snq2 efflux-pump mutant strain;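 active = z-score above 3 at both the 24 hr and the 30 hr optical density reads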;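 also: z-score against mean and SD of all compound wells on the same plate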
sdo1 growth Rescue 24 h = also measured in sdo1 growth; calls as there; z-score; S. cerevisiae sdo1-depleted JHY4D growth rescue, OD600; measured here: growth rescue at 24 h;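 0 is the plate mean of compound wells and units are plate SD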
* marks the source's active call; other numbers are inactive results; ? = inconclusive; / = not tested or not shown; [ ] = dose if it differs, or a comment.

Start of the data: the first twelve compounds, to show the layout:
SMILES | INS promoter inh | sdo1 growth | sdo1 growth Rescue 24 h
O=C(/C=C/c1cccc([N+](=O)[O-])c1)N1CCN(Cc2ccc3c(c2)OCO3)CC1 | -61.1 | -0.35 | -1.24
O=c1onc(-c2ccc(Cl)cc2)n1Cc1ccc(F)cc1 | 29.7 | -0.38 | -0.69
O=C(c1ccc(Cl)cc1)c1oc2ccccc2c1CS(=O)c1ccc(Cl)cc1 (stereo not drawn) | / | -1.18 | -0.84
CCN1CCN(C(=S)c2ccc([N+](=O)[O-])cc2)CC1 | / | 0.88 | 0.66
Cc1ccc(C)c(NC(=O)C2CC=CCC2C(=O)O)c1 (stereo not drawn) | / | 0.61 | 0.11
COc1cccc(CNC(=O)C2CCN(S(=O)(=O)N3CC(C)CC(C)C3)CC2)c1 (stereo not drawn) | -58.1 | 0.23 | 1.07
C=CCn1c(Cc2cccs2)nnc1SCC(=O)c1ccc2ccccc2c1 | -46.7 | -1.86 | -1.74
O=C(Nc1ccccc1)c1ccc(S(=O)(=O)N2CCCC2)cc1 | 15.6 | 0.17 | -0.13
COc1cc(S(=O)(=O)Nc2ccccn2)ccc1F | 23.1 | 0.42 | -0.55
COc1ccccc1NC(=O)C1=C(C)Nc2nnnn2C1c1cc(Br)ccc1OC (stereo not drawn) | -12.5 | -0.72 | -0.52
CCN(CC)S(=O)(=O)c1cccc(NC(=O)CN2C(=O)c3ccc([N+](=O)[O-])cc3C2=O)c1 | 20.6 | -0.19 | -1.72
CCC(NC(=O)Nn1cnnc1)(C(F)(F)F)C(F)(F)F | 21.4 | 0.04 | -0.97

The whole of this part, from the start:
SMILES | INS promoter inh | sdo1 growth | sdo1 growth Rescue 24 h
O=C(/C=C/c1cccc([N+](=O)[O-])c1)N1CCN(Cc2ccc3c(c2)OCO3)CC1 | -61.1 | -0.35 | -1.24
O=c1onc(-c2ccc(Cl)cc2)n1Cc1ccc(F)cc1 | 29.7 | -0.38 | -0.69
O=C(c1ccc(Cl)cc1)c1oc2ccccc2c1CS(=O)c1ccc(Cl)cc1 (stereo not drawn) | / | -1.18 | -0.84
CCN1CCN(C(=S)c2ccc([N+](=O)[O-])cc2)CC1 | / | 0.88 | 0.66
Cc1ccc(C)c(NC(=O)C2CC=CCC2C(=O)O)c1 (stereo not drawn) | / | 0.61 | 0.11
COc1cccc(CNC(=O)C2CCN(S(=O)(=O)N3CC(C)CC(C)C3)CC2)c1 (stereo not drawn) | -58.1 | 0.23 | 1.07
C=CCn1c(Cc2cccs2)nnc1SCC(=O)c1ccc2ccccc2c1 | -46.7 | -1.86 | -1.74
O=C(Nc1ccccc1)c1ccc(S(=O)(=O)N2CCCC2)cc1 | 15.6 | 0.17 | -0.13
COc1cc(S(=O)(=O)Nc2ccccn2)ccc1F | 23.1 | 0.42 | -0.55
COc1ccccc1NC(=O)C1=C(C)Nc2nnnn2C1c1cc(Br)ccc1OC (stereo not drawn) | -12.5 | -0.72 | -0.52
CCN(CC)S(=O)(=O)c1cccc(NC(=O)CN2C(=O)c3ccc([N+](=O)[O-])cc3C2=O)c1 | 20.6 | -0.19 | -1.72
CCC(NC(=O)Nn1cnnc1)(C(F)(F)F)C(F)(F)F | 21.4 | 0.04 | -0.97
Cc1csc(NC(=O)CCn2c(=O)oc3ccccc32)n1 | 52.4 | -0.74 | -1.2
COc1ccc(CCNC(=O)C2CCN(S(=O)(=O)c3c(C)noc3C)CC2)cc1OC | 65.5* | 0.25 | -0.36
O=c1ccc(NS(=O)(=O)c2ccc(Cl)cc2)cn1Cc1ccc(Cl)c(Cl)c1 | -30.0 | 0.41 | -0.16
Cc1ccccc1C(=O)N/N=C/c1ccncc1 | / | 0.8 | -0.27
Cc1ccccc1S(=O)(=O)NC1OC(=O)C(Cl)=C1Cl (stereo not drawn) | / | 0.55 | 0.29
CC(C)CSc1nnc(N)s1 | 17.9 | -0.36 | -0.85
COc1cccc(NC(=O)c2oc3ccccc3c2NC(C)=O)c1 | -6.2 | -0.15 | -0.94
CN(CC(=O)Nc1ccc(Cl)cc1)CC(=O)Nc1ccc(F)c(F)c1F | / | -0.37 | -0.08
OC(COCc1ccco1)CN1CCN(c2ccccc2)CC1 (stereo not drawn) | 46.7 | 1.6 | 1.01
O=C(NCc1ccccc1C(F)(F)F)C1CC(c2ccccc2[N+](=O)[O-])=NO1 (stereo not drawn) | -53.3 | -0.12 | -0.26
S=c1[nH]nc(C2CC2c2ccc(Cl)cc2)n1-c1ccc(Cl)cc1 (stereo not drawn) | 37.5 | -1.62 | -1.56
Cc1nn(CC(=O)Nc2nc3ccccc3s2)c(C)c1[N+](=O)[O-] | / | 0.54 | 0.08
Nc1ncnc2nc(SCCc3ccccc3)[nH]c12 | 13.0 | 0.86 | -0.17

Next part
SMILES | INS promoter inh | sdo1 growth | sdo1 growth Rescue 24 h
CC(=O)Nc1ccc(NC(=O)C2CCN(c3c(Cc4ccccc4)c(C)nc4ncnn34)CC2)cc1 | -31.2 | 0.75 | 0.11
CCCC(C(=O)NC1CCCC1)N(Cc1cccs1)C(=O)c1snc(C(N)=O)c1N (stereo not drawn) | / | 0.26 | 0.06
COc1ccc(Cn2c(=O)sc3ccccc32)cc1 | / | -0.21 | 0.23
COc1ccccc1C(=O)n1nc(-c2ccccc2)nc1NCc1ccco1 | -26.3 | -1.15 | -0.34
COc1ccc(NC(=O)Nc2cc(C)ccc2OC(F)F)c(OC)c1 | -44.8 | -0.44 | -0.47
CCOC(=O)N1CCN(C(=O)c2cccc(-n3c(=S)[nH]c4cc(Cl)ccc4c3=O)c2)CC1 | -14.3 | 1.98 | 0.79
COc1ccc(NC(=O)CSc2nc3ccccc3c(=O)n2CCCN2CCC(C)CC2)c(OC)c1 | -26.7 | / | /
COc1ccc(C2C(C(=O)N3CCN(c4ccccn4)CC3)CC(=O)N2c2ccc(OC)cc2)cc1 (stereo not drawn) | 47.5 | 0.34 | -0.31
O=C(c1ccccc1C(=O)N1CCN(c2ccccc2F)CC1)N1CCN(c2ccccc2F)CC1 | 0.0 | -1.33 | -0.99
COc1ccc(C)cc1NC(=O)CSc1nnc(CC(=O)Nc2ccccc2C)n1C | 66.7* | 2.1 | 3.07
CC(C)N(C(=O)CS(=O)(=O)c1ccc(Cl)c(Cl)c1)C(C)C | -19.1 | / | /
COc1ccc(/C=C/C2=CCN(Cc3ccc(OC)cc3)CC2)cc1 | -23.1 | / | /
Cc1ccccc1N1C(=O)C(Oc2ccc(Cl)cc2)C1CNCCCOC(C)C (stereo not drawn) | -10.3 | -1.48 | -0.93
COc1ccc(NS(=O)(=O)c2c(C)cc(C)cc2C)cc1 | 6.5 | 0.45 | 0.37
O=C1C2C3C=CC(CO)(O3)C2C(=O)N1c1ccccc1-c1ccccc1 (stereo not drawn) | / | -1.55 | -1.73
S=C(c1ccc2c(c1)OCO2)N1CCCC1 | -56.2 | 0.96 | 2.02
O=C(NC(NC1CCS(=O)(=O)C1)C(=O)c1ccccc1)c1ccc(Cl)cc1 (stereo not drawn) | / | -0.26 | -1.36
Cc1ccc(S(=O)(=O)N(CC(=O)N2CCc3ccccc3C2)c2cccc(Cl)c2)cc1 | 0.0 | -1.23[10.2 µM] | -0.89
Cc1ccc(S(=O)(=O)N2CCCCC2)cc1C(=O)OCC(=O)NC(=O)NC12CC3CC(CC(C3)C1)C2 | -15.4 | -0.51 | -0.26
COc1ccc(CCNC(=O)CCN2C(=O)C(C)Oc3ccc(C)cc32)cc1OC (stereo not drawn) | -26.9 | -0.79 | -1.21
Cc1cccc(NC(=O)Cn2nnc(C(=O)NCc3cccs3)c2N)c1C | 50.0 | -0.42 | 0.55
COC(=O)C1C(=O)C2=C(CC1C)NC(C)=C(C(=O)OC(C)C)C2c1ccc(OC)c(O)c1 (stereo not drawn) | 27.3 | 1.18 | 0.64
O=C(Nc1cccc(S(=O)(=O)N2CCCC2)c1)c1ccc2c(c1)OCO2 | / | 0.28 | 0.12
CN1C(=O)S/C(=C\c2ccccc2OCc2ccc(C(=O)O)cc2)C1=O | 53.3 | / | /
COc1cccc(C2NC(=O)c3ccccc3O2)c1OC (stereo not drawn) | 6.1 | -0.22 | -0.86

Other records
SMILES | INS promoter inh | sdo1 growth | sdo1 growth Rescue 24 h
CN(C)S(=O)(=O)c1cc(NC(=O)CN2CCN(c3ccccc3)CC2)ccc1Cl | / | 0.1 | -1.2
COc1cc(OC)cc(-c2nc3ccccc3c(=O)o2)c1 | -231.2 | -0.62 | 0.87
COCCn1nnnc1C(C(C)C)N(Cc1cccnc1)Cc1ccccc1Cl (stereo not drawn) | -120.0 | -0.42 | 0.01
CCn1c(SCC(=O)Nc2nc(-c3ccccc3)cs2)nnc1-c1ccccc1O | -120.0 | -2.11 | -1.15
CCN(C(=O)c1ccco1)c1nc(CC(=O)Nc2ccc(Cl)cc2)cs1 | -9.1 | -1.49 | -0.63
CCn1c(Cc2ccccc2)nnc1SCC(=O)Nc1ccc(S(N)(=O)=O)cc1 | 61.9 | 1.02 | 2.44
CCn1c2ccccc2c2cc(N)ccc21 | -66.7 | -0.72 | -0.92
Cc1ccc(-n2c(C)cc(-c3csc(N)n3)c2C)cc1 | -40.0 | 1.8 | 0.61
Brc1ccc2ncnc(NCc3ccccc3)c2c1 | ? | -0.78 | -0.95
CC(=O)Cc1nsc(NC(=O)c2ccc(-c3cc(Cl)ccc3Cl)o2)n1 | 9.5 | / | /
O=S(=O)(c1ccccc1)N1c2cc(Cl)ccc2Oc2nc3ccccc3nc21 | -90.7 | -1.16 | -0.42
O=C(NNC(=O)c1cccs1)c1ccc(Br)o1 | -46.1 | 0.21 | 0.37
O=C(COc1ccc(Cl)cc1Cl)Nc1nc2n(n1)C(c1ccccc1)CC(=O)N2 (stereo not drawn) | / | 0.88 | 0.69
COC(=O)c1cn(NC(=O)C2CCC(C)CC2)c(=O)c2ccccc12 (stereo not drawn) | 9.1 | 0.35 | 1.37
COc1ccc(-n2c(=O)c3c4c(sc3n3c(C)nnc23)CCCC4)cc1 | -62.2 | / | /
Cc1cccc(NC(=O)C2CCN(S(=O)(=O)c3cccc4nsnc34)CC2)n1 | 0.0 | 0.04 | -0.23
COc1cc(C(=O)OCC(C)=O)ccc1OCc1c(C)noc1C | -30.0 | / | /
O=C(CN1CCN(CC(=O)Nc2ccccc2Cl)CC1)Nc1ccc2c(c1)OCCO2 | 21.4 | 0.57 | 0.69
COc1ccc(-c2ccc(-c3nc4c(c(=O)[nH]c(=O)n4Cc4ccccc4)n3C)o2)c([N+](=O)[O-])c1 | -7.4 | -1.29 | -0.48
CSC1=C(C#N)C(c2ccc(C)s2)CC(=O)N1 (stereo not drawn) | / | 0.45 | 0.11
C#CCOC(=O)CCC(=O)Nc1cc(OC)nc(OC)n1 | / | 0.6 | 0.09
COc1ccc(-n2c(C)cc(/C=C3/SC(=S)N(C)C3=O)c2C)cc1 | -294.4 | -1.02 | 0.05
O=C(c1ccco1)N1CCN(C2=NS(=O)(=O)c3ccccc32)CC1 | -44.4 | 0.14 | -0.5
O=C(/C=C/Sc1ccccc1)c1ccc(Cl)cc1 | 6.7 | -1.69 | -1.14
CCCn1c(=O)c2ccccc2n2c(SCc3cc(=O)oc4ccc5ccccc5c34)nnc12 | 34.5 | -0.76 | -0.88

Look-ups from above.
CC(=O)Cc1nsc(NC(=O)c2ccc(-c3cc(Cl)ccc3Cl)o2)n1 | INS promoter inh = 9.5
O=C(NNC(=O)c1cccs1)c1ccc(Br)o1 | sdo1 growth Rescue 24 h = 0.37

More structures.
SMILES | INS promoter inh | sdo1 growth | sdo1 growth Rescue 24 h
CC(=O)c1c(C)n([O-])c2cc(C)ccc2[n+]1=O | 14.3 | 0.44 | 0.06
CCOCCn1c(CN2CCC(C)CC2)nc2c1c(=O)n(C)c(=O)n2C | -180.9 | -0.02 | 0.69
CSc1ncc(Cl)c(C(=O)Nc2cccc3ccccc23)n1 | / | -0.24 | 0.38
CCOc1ccc(-n2c(SCC(=O)NC(C)CC)nc3n[nH]c(C)c3c2=N)cc1 (stereo not drawn) | / | -0.36 | 1.09
O=Cc1cccc(OC(=O)c2ccc(Cl)cc2Cl)c1 | -57.1 | -1.65 | -0.98
Cc1cc(-c2ccccc2)n2nc(C)c(-c3ccccc3)c2n1 | -8.1 | -0.72 | -1.61
O=C(NCCCCc1ccccc1)C12CN(Cc3ccccc3)CC1C(c1ccc([N+](=O)[O-])cc1)=NO2 (stereo not drawn) | -18.2 | -0.36 | -0.24
Cc1ccc(S(=O)(=O)c2nc(NCCCn3ccnc3)sc2Cl)cc1 | / | 0.78 | 0.36
COc1cc(/C=N/NC(=O)CSc2n[nH]c(=O)[nH]c2=O)cc(OC)c1O | 41.7 | / | /
CC(C)COCC1CC2(CC(C)(c3csc(N)n3)OC2=O)C(=O)O1 (stereo not drawn) | -16.1 | -0.56 | -0.53
CCOC(=O)C1CCN(S(=O)(=O)c2cccc(-c3cn4cccnc4n3)c2)CC1 | -282.4 | 1.23 | 1.81
Cc1ccc(NC(=S)N(CCN(C)C)C(C)c2cccnc2)cc1 (stereo not drawn) | 21.4 | / | /
CS(=O)(=O)N(CCc1ccccc1)CC(=O)Nc1ccccc1 | 25.0 | 1.02 | -0.16
CC(CO)(CO)NCc1ccc(-c2ccccc2)cc1 | / | 1.06 | 1.37
CC1(C)CC(=O)C(C=NCCCN2CCCC2=O)=C(O)C1 | -54.5 | 0.73 | 0.31
COc1ccc(NC(=O)CCC2COc3ccccc3O2)c(OC)c1 (stereo not drawn) | -30.6 | 0.61 | 0.61
CCOC(=O)N1CCN(Cc2nc(N)nc(Nc3ccc(OC)cc3)n2)CC1 | -115.4 | 0.26 | -0.25
CCCc1nnc(NC(=O)CCC(=O)O)s1 | / | 0.49 | 0.18
Nn1c(Cc2cccc3ccccc23)nnc1SCc1ccccc1Cl | -66.7 | -1.53 | -1.81
